# Compound activity (PubChem BioAssay)
# 14-3-3 Bad inh: inhibitors of 14-3-3 zeta/Bad binding, primary screen, biochemical, TR-FRET, bovine 14-3-3 zeta; 14-3-3 protein zeta/delta (Bos taurus), P63103; TR-FRET 14-3-3zeta/Dy647-pBad peptide displacement, 1 h; inhibition, % at 21.7 µM; 220,000 compounds, 0.71% hits; AID 781, 2007;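 active = inhibition above about 70%, limit read from the data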;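 note: 0% = full 14-3-3 plus peptide FRET controls and 100% = background without 14-3-3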
# Target sequence (P63103 whole entry, looked up): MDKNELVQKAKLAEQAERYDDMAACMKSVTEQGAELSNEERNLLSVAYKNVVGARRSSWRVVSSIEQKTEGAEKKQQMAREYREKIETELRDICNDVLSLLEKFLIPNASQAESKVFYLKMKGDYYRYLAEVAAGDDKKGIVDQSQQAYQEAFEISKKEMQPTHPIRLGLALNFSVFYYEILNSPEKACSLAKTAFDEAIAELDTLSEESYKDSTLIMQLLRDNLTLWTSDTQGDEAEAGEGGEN
# Hck Nef HTS: inhibitors of Nef-activated human Hck kinase, primary screen, biochemical, Z-Lyte FRET, 384-well, Hck-YEEI. Tyrosine-protein kinase HCK (Homo sapiens), P08631. Recombinant Hck-YEEI plus Nef, Z-Lyte FRET kinase assay. inhibition, % at 20 µM. 220,000 compounds, 0.68% hits;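 active = Hck-Nef kinase inhibition above about 50%, limit read from the data; inactive = inhibition below that limit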;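 note: 0% = DMSO with Hck plus Nef and 100% = Hck alone without Nef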
# FXIa inh: human FXIa protease inhibitors, primary screen, biochemical, 1536-well; inhibition, % at 5 µM; purified FXIa, Boc-Glu-Ala-Arg-AMC fluorogenic substrate; Coagulation factor XI (Homo sapiens), P03951; 220,000 compounds, 0.14% hits;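 active = inhibition of at least 40%; inactive = inhibition below 40%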;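 note: fluorescence of freed AMC excited at 355 nm; 0% = enzyme without compound and 100% = no enzyme blank; many of its hits are not listed in these tables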
# Target sequence (P03951 19-387 limits assumed): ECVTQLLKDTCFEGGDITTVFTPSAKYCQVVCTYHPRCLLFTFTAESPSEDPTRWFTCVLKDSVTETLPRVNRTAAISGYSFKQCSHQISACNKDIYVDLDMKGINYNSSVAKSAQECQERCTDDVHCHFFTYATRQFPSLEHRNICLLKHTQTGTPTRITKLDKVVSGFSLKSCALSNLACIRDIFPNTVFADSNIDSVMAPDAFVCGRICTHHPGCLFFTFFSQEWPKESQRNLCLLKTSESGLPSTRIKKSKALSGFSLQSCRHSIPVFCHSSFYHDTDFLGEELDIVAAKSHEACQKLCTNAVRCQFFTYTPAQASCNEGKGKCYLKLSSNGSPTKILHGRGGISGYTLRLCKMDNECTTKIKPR
# Target sequence (P03951 388-625 limits assumed): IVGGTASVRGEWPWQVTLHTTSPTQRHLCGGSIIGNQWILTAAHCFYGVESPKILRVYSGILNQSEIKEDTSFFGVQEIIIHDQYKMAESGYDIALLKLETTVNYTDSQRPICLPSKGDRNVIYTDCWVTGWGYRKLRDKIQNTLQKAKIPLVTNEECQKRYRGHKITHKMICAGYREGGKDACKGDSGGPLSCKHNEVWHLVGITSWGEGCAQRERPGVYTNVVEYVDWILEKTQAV
# Runt-CBFb FRET: inhibitors of RUNX1 Runt–CBFb binding, primary screen, biochemical, FRET, Cerulean-Runt, Venus-CBFb, uHTS; Cerulean-Runt/Venus-CBFb FRET ratio 530/480, 1 h; inhibition, % at 20 µM; Runt-related transcription factor 1 (Homo sapiens) + Core-binding factor subunit beta …; 220,000 compounds, 0.46% hits;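 active = inhibition over about 50% at 20 µM in the single-dose screen, limit read from the data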;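 note: 0% = DMSO wells and 100% = excess unlabeled CBFb competitor control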
#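 Reagent – Venus-CBFb binding partner, 100 nM · Assay system – Cerulean-tagged RUNX1 Runt domain (FRET donor) fusion protein · Input – 100 nM per protein · Incubation – two 1 h room-temperature incubations shielded from light · Measured by – FRET fluorescence · Medium – Tris buffer pH 7.5 with salts and BSA · Benchmarks – unlabeled CBFb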
# Wee1 stabilizer: Wee1 degradation inhibitors, primary screen, cell-based, HeLa, Wee1K328M-luciferase, luminescence | HeLa Luc-Wee1K328M stability; 100% = proteasome inhibitor MG132 effect | reporter increase, % at 5 µM | 220,000 compounds, 1.2% hits | AID 1321, 2008;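 active = activation above the mean of all tested compounds plus 3 SD, set per screening run, cut at about 8.8% in these data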;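 note: cells exposed to compound for 20 h before luminescence read; 0% = DMSO alone and 100% = MG132 at 30 µM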
# hK5 inh: human KLK5 protease inhibitors, primary screen, biochemical, 1536-well; Kallikrein-5 (Homo sapiens), Q9Y337; AID 873, 2007; 210,000 compounds, 0.59% hits; inhibition, % at 5 µM; recombinant hK5, fluorogenic AMC substrate cleavage;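 active = inhibition of 40% or more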;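 note: 0% = enzyme controls without compound and 100% = no-enzyme blanks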
# Target sequence (Q9Y337 67-293 limits assumed): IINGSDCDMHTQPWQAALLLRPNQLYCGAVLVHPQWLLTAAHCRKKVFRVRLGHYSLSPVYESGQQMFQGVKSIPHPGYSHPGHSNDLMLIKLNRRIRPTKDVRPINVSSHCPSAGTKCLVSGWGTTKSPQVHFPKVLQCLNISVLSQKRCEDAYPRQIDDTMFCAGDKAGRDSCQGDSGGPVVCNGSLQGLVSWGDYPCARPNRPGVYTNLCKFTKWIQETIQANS
# thrombin 1536: human alpha-thrombin inhibitors, primary screen, counter-screen for coagulation protease inhibitor project, biochemical, 1536-well, fluorogenic AMC substrate; inhibition, % at 5 µM; AID 1046, 2008; Prothrombin (Homo sapiens), P00734; Boc-VPR-AMC fluorogenic substrate cleavage; 220,000 compounds, 0.26% hits;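 active = inhibition at or above 40%; inactive = inhibition below 40%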;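 note: 0% = enzyme with no compound and 100% = wells without enzyme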
#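 Material: human alpha-thrombin protein. Incubation: reaction at ambient temperature. Technique: fluorescence of released AMC, ex 355 nm, em 460 nm. Control set: no-compound enzyme wells and no-enzyme blanks. Also added: Boc-VPR-AMC substrate, 15 µM final. Buffer or medium: pH 7.5 Tris (50 mM) with NaCl 150 mM, Tween 20 0.05%.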
# Runt-SMMHC FRET: inhibitors of RUNX1 Runt–CBFb-SMMHC binding, primary screen, biochemical, FRET, Cerulean-Runt, Venus-CBFb-SMMHC, uHTS | Runt-related transcription factor 1 (Homo sapiens) + Core-binding factor subunit beta … | Cerulean-Runt/Venus-CBFb-SMMHC FRET ratio 530/480, 1 h | inhibition, % at 20 µM | 220,000 compounds, 0.74% hits | AID 1434, 2008;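 active = mean inhibition across duplicate retests at 20 µM reaching about 50%, limit read from the data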;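 note: 0% = DMSO wells and 100% = wells with excess untagged CBFb-SMMHC; inhibitors lower the FRET ratio by blocking Runt binding to CBFb-SMMHC; some results filed as inactive read as strong as hits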
# FXIIa inh: human FXIIa protease inhibitors, primary screen, biochemical, 1536-well; AID 800, 2007; 220,000 compounds, 0.3% hits; Coagulation factor XII (Homo sapiens), P00748; inhibition, % at 5 µM; purified FXIIa, Boc-QGR-AMC fluorogenic substrate, 2 h; in the data active = inhibition above about 40%;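 note: 0% = enzyme with no compound and 100% = blank without enzyme; many of its hits are not listed in these tables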
# Active calls of the source: *; · = not tested or not shown; [ ] = another dose, or the depositor's remark.
SMILES,14-3-3 Bad inh,Hck Nef HTS,FXIa inh,Runt-CBFb FRET,Wee1 stabilizer,hK5 inh,thrombin 1536,Runt-SMMHC FRET,FXIIa inh
CC(C)(C=O)C1=CC(=O)c2ccccc2C1=O,2.1,-3.3,8.4,11.7,0.3,-14.6,-5.4,-12.0,1.9
CCOC(=O)c1ccc(NC(=O)c2nn(C)cc2Br)cc1,-0.4,-0.4,2.9,-1.5,2.6,-6.8,-0.5,1.9,18.1
COc1ccc(Cc2nc(-c3ccccn3)no2)cc1,6.5,1.7,6.1,-1.2,0.6,-4.3,2.5,2.5,15.1
CC(=O)Oc1ccc(NC(=O)CCC2CCCCC2)c(C(=O)O)c1,2.0,5.7,-4.8,-13.2,0.8,-9.9,-1.2,0.8,7.1
O=S(=O)(Nc1ccc2c(c1)OCO2)c1ccccc1,5.6,1.6,4.6,6.6,-1.7,-30.4,1.0,0.9,5.1
CCOC(=O)c1cc(CC)sc1NC(=O)CCC(=O)O,-6.1[fluorescence artefact?],0.2,3.5,0.1,4.8,-18.9,2.7,-1.3,15.2
CC1(C)C2([N+](=O)[O-])CN3CC1([N+](=O)[O-])CN(C2)C3c1ccc(O)c(O)c1 (stereo not given),-4.4,20.1,-0.5,29.6,-2.7,2.9,1.2,20.8,7.0
COc1ccc(C)cc1S(=O)(=O)N1CCCCC1,8.0[fluorescence artefact?],8.0,-3.5,1.6,-1.6,3.4,-5.6,-3.6,-4.4
CCc1ccc(NC(=O)CSc2nnc(CC)c(CC)n2)cc1,13.4,0.4,1.9,2.9,-1.0,-3.1,2.7,-0.3,15.1
OCC1CCCCN1C(=S)Nc1cccc(Cl)c1 (stereo not given),-15.1,-8.2,-5.8,1.8,-1.3,-22.9,0.3,2.4,-7.9
CSc1cccc(NC(=O)C2CCCN2S(=O)(=O)c2ccc3c(c2)CCC(=O)N3)c1 (stereo not given),-3.0,-2.7,-1.1,3.0,-0.3,-5.8,-4.2,1.4,5.3
CC(C(=O)NN)n1nnc(N2CCOCC2)n1 (stereo not given),1.0,-1.2,0.1,-2.1,0.4,-3.5,-4.2,-0.9,4.5
O=C(NCc1cccs1)C(=O)c1c[nH]c2ccccc12,2.3,9.0,-2.9,-0.9,-1.4,-8.3,-11.7,-5.8,-0.2
CCOc1ccc(N=c2cc(-c3ccc(OC)cc3)oc3ccccc23)cc1,2.4[fluorescence artefact?],-1.4,-2.6,-2.8,-1.9,0.4,-2.3,1.6,-3.5
Fc1ccc(NC(=S)Nc2ccc(F)c(Cl)c2)cc1Cl,-18.1,-0.1,18.4,37.0,-1.8,21.0,20.2,10.0,18.6
Cc1ccc(NC(NC(=O)c2ccccc2[N+](=O)[O-])C(Cl)(Cl)Cl)cc1 (stereo not given),-4.2,2.1,-6.4,0.5,3.5,-21.2,-8.6,-0.4,1.5
O=C(COc1cccc(F)c1)Nc1ccc2[nH]c(=O)[nH]c2c1,-10.5,28.6,-7.0,0.7,5.7,6.8,-7.3,1.2,3.5
C=CCSC1=C(C#N)C(c2ccccc2OCC)C(C#N)C(=O)N1 (stereo not given),0.4,-1.6,12.3,11.0,-1.2,5.5,1.0,5.4,15.8
CCCc1nc(N)sc1C(=O)OCC,3.1,1.7,-3.3,-0.1,2.6,5.6,1.0,-3.1,12.4
Nc1c(C(=O)c2ccc(F)cc2)oc2ccccc12,-11.7[fluorescence artefact?],10.8,2.6,1.8,2.4,-9.4,2.4,5.2,8.2
CCOC(=O)c1cc(-c2ccccc2)sc1NC(=O)C(C)(C)C,-1.9,1.3,2.6,-1.7,-1.0,-6.8,1.7,-4.8,15.7
Cc1ccc(NC(=O)Cn2c(O)c(N=NC(N)=O)c3ccccc32)cc1,-6.5,31.3,-1.6,-1.6,-1.8,-4.5,13.4,-0.8,5.3
CCN(CC)C(=O)CSc1nnc(-c2ccc(S(=O)(=O)N3CCCC3)cc2)o1,-11.1[fluorescence artefact?],0.1,1.0,-0.6,-0.2,-0.9,2.9,-0.1,5.6
Cc1nnc(NC(=O)CSc2nnc(-c3ccc(S(=O)(=O)N4CCCC4)cc3)n2C)s1,3.9[fluorescence artefact?],17.6,-0.3,-1.6,0.4,13.1,-4.4,1.9,5.4
COc1ccc(/C=N/n2c(C)nc3sc(C)c(C)c3c2=O)cc1,-7.3,13.7,9.5,-2.6,0.5,4.2,1.7,-1.4,5.5

# The list goes on.
SMILES,14-3-3 Bad inh,Hck Nef HTS,FXIa inh,Runt-CBFb FRET,Wee1 stabilizer,hK5 inh,thrombin 1536,Runt-SMMHC FRET,FXIIa inh
c1ccc2c(c1)oc1c(Nc3ccc4c(c3)OCCO4)ncnc12,76.3*[fluorescence artefact?],0.9,-2.9,0.5,6.7,-2.0,3.0,-2.8,-4.1
CCOCCNC(=O)c1ccc2c3c(cccc13)CC2,-5.7,0.8,-2.6,4.8,-0.9,-20.3,-2.5,-1.5,10.8
Cc1cc(NCC(C)C)n2ncnc2n1,-15.9[fluorescence artefact?],-1.6,8.3,0.5,2.5,23.3,6.3,5.6,21.2
COC(=O)C1(C#N)C(c2ccccc2)C1(C(=O)OC)C(=O)OC (stereo not given),-1.6,-0.1,-0.4,-0.6,1.2,-11.3,-9.8,-1.6,6.8
Cc1cc2c(cc1C)/C(=N/NC(=O)c1ccccn1)CCC2,-3.2,12.2,-5.8,0.0,7.7,-4.0,-6.4,-2.0,-2.9
COC(=O)C1=C(C)NC(C)=C(C(=O)OC)C1c1ccco1,-5.2,16.1,-0.3,-4.0,-1.5,-2.6,2.3,1.1,8.0
CCOc1ncccc1C(=O)OCC(=O)c1ccc(OC)c(OC)c1,-6.2,0.7,-2.5,·,1.8,-10.9,2.4,2.2,8.3
O=S(=O)(Nc1cccnc1Cl)c1ccc2c(c1)OCCO2,24.6,0.1,2.8,1.7,-1.2,-8.8,2.4,-5.5,15.6
CCCS(=O)(=O)N1CCCC(C(=O)NCCN2CCOCC2)C1 (stereo not given),·,-0.7,-8.4,-1.3,-2.8,-8.4,1.3,4.0,-5.1
CCOc1ccc(CC(=N)C2=C(O)CC(C)(C)CC2=O)cc1OCC,-10.0,3.4,6.7,-0.2,-3.0,-19.5,2.4,2.3,8.4
Cc1cc(NC(=O)CSc2nnc(COc3cccc(C)c3C)n2Cc2ccco2)no1,-15.1,-0.3,7.7,2.2,-0.9,-8.1,1.5,-0.4,5.2
O=C(CSc1nnc2scc(-c3ccccc3)n12)c1ccc2c(c1)OCCO2,-0.5,0.3,0.5,2.5,-0.9,-10.9,-1.9,0.6,11.0
COc1ccc(CC(=O)NC(CC(=O)O)c2ccc(OC)cc2)cc1 (stereo not given),0.0,-0.6,7.3,23.4,-1.9,19.7,1.5,-8.0,12.1
CCOC(=O)C1CCCN(C(=O)/C=C/c2ccc(Cl)cc2)C1 (stereo not given),3.1,2.3,-2.5,0.8,-3.2,-20.8,0.5,0.2,1.5
Cc1ccc(NC(=O)CSc2nc(C)c(Cc3ccccc3)c(=O)[nH]2)cc1C,2.0,-4.0,-3.8,-3.0,0.0,-4.7,-6.8,1.4,3.3
O=C(O)CCC(=O)/C=C/c1ccccc1,-3.2,-6.1,-2.3,1.3,-0.8,·,-7.5,3.0,1.6
Cc1ccc(OCC(=O)Nc2ccc3c(c2)nc2n3CCOC2)cc1,-2.6,2.6,1.8,19.1,0.6,2.6,4.0,-0.6,11.4
CCC(C(=O)NC(C)CCc1ccco1)n1nc(C)n2c(cc3occc32)c1=O (stereo not given),13.4,-3.1,2.0,1.8,0.3,-4.1,-2.6,5.8,12.5
O=C(Nc1ccc(-c2csc(Nc3ccccc3)n2)cc1)c1cc([N+](=O)[O-])cc(C(F)(F)F)c1,-4.6,23.7,1.8,1.7,·,1.7,-2.1,-5.9,4.2
COc1ccc2nc(Nc3nc(CSc4ccc(C)cc4)cc(=O)[nH]3)nc(C)c2c1,18.3,-55.4,-0.9,-1.9,-2.0,·,0.2,-0.1,5.4
O=S(=O)(NCCCN1CCN(c2ccccc2F)CC1)c1cccc2cccnc12,1.4,11.0,-4.0,1.0,0.5,-27.1,-11.3,1.6,4.3
Cc1ccc(C)c(N(CC(=O)NC2CCCC2)C(=O)c2cc3cc4cc(C)ccc4nc3s2)c1,-1.5,0.4,0.9,-2.1,-0.4,4.2,-2.1,-1.7,7.1
Cc1cccc(C(=O)NC(=S)Nc2ccc(S(=O)(=O)N3CCN(C)CC3)cc2)c1,-13.2,6.6,-7.0,2.3,3.5,-15.8,-7.5,3.4,-2.4
O=c1oc2ccccc2cc1-c1csc(Nc2nc3ccc(F)cc3s2)n1,82.5*[fluorescence artefact?],20.7,-3.2,1.6,-0.8,-17.7,-9.8,-146.0,-2.8
COc1cccc(N2C(=O)CC(N3CCN(S(=O)(=O)c4ccccc4)CC3)C2=O)c1 (stereo not given),7.1,1.2,-0.7,-1.5,-0.7,17.2,1.7,3.7,9.8
COc1c(Cl)cc(Cl)cc1CNCCNCCO,22.3,-1.6,-5.5,1.2,-3.1,-13.6,-3.9,2.9,-0.2
O=C(NCCC1=CCCCC1)Nc1ccc2nsnc2c1,7.9,21.2,0.7,·,1.9,-7.0,0.4,·,9.3
Oc1c(C=C2N=c3ccccc3=N2)sc(=S)n1-c1ccc2ccccc2c1,1.4,22.4,-1.7,24.5,-2.4,-4.5,-6.3,-4.0,4.7
Cc1nonc1OCCN1CCN(c2ccccc2[N+](=O)[O-])CC1,-17.0,21.4,-3.1,0.3,-0.4,-5.5,1.8,-3.2,6.7
CC(C)(C)c1cc(CSC(=S)NC2CCS(=O)(=O)C2)c(Br)c(C(C)(C)C)c1 (stereo not given),-2.9,-8.3,-0.2,9.5,6.0,4.0,-3.2,-0.7,7.4

# Filtered by structure: the entries above containing bromine (2)
SMILES,14-3-3 Bad inh,Hck Nef HTS,FXIa inh,Runt-CBFb FRET,Wee1 stabilizer,hK5 inh,thrombin 1536,Runt-SMMHC FRET,FXIIa inh
CCOC(=O)c1ccc(NC(=O)c2nn(C)cc2Br)cc1,-0.4,-0.4,2.9,-1.5,2.6,-6.8,-0.5,1.9,18.1
CC(C)(C)c1cc(CSC(=S)NC2CCS(=O)(=O)C2)c(Br)c(C(C)(C)C)c1 (stereo not given),-2.9,-8.3,-0.2,9.5,6.0,4.0,-3.2,-0.7,7.4
